# Source: PubChem
# Cneo AK release – Cryptococcus neoformans cell lysis inducers, primary screen, AK release luminescence, single concentration; lysis activity, % at 15 µM; 0.2% of 360,000 active; AID 651654, 2012; C. neoformans lysis, adenylate kinase release luminescence, 4 h; normalised: neutral wells 0, clomiphene wells 100;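 active = mean lysis activity across replicates of at least 80%, whatever share of replicates individually reach that level; inactive = mean lysis activity below 80%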
#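 Signal: Adenylate kinase release luminescence | Assay system: Log-phase Cryptococcus neoformans yeast cells | Input: Cells at 5 × 10^6 per mL | Buffer or medium: Fresh YPD growth medium | Compound: Single dose | Schedule: Static 4 h at 37 °C with compound, 1 h detection | Controls: Clomiphene | Read-out: Luminescence rise reflecting yeast cell lysis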
# PGC1a acetyl inh – inhibitors of PGC1a acetylation signal, primary screen, cell-based, U2OS, AlphaScreen, inhibitor mode. AlphaScreen anti-acetyl-lysine; with virally co-expressed GCN5 acetyltransferase. inhibition, % at 15.6 µM. 0.17% of 350,000 active;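 active = every replicate shows inhibition of at least 40%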;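 note: 0% = neutral control wells and 100% = positive control wells; some results beyond the cut were filed as inactive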
# FN deposit inh – inhibitors of fibronectin matrix deposition, primary screen, AH1F cells, Alexa488-fibronectin fluorescence, plate reader; inhibition, % at 12.6 µM; AID 743247, 2014; AH1F fibroblasts, overnight; 0.086% of 350,000 active;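 active = mean inhibition across replicates of 30% or more, regardless of how many single replicates reach that level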;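 note: positive control wells lacked labelled fibronectin entirely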
#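 Assay system: AH1F fibroblasts / Quantity: 10000 cells per well / Medium: DMEM plus 2% serum, read in PBS / Reagent: labelled fibronectin 24 nM / Dosing: single dose, pinned / Times: 1 h cell attachment, overnight exposure to compound and label / Signal: fluorescence, ex 485 nm, em 525 nm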
# PglD inh – C. jejuni PglD acetyltransferase inhibitors, primary screen, biochemical, DTNB colorimetric, single point. 0.098% of 360,000 active. inhibition, % at 12.5 µM. AID 602405, 2012. purified PglD enzyme, DTNB colorimetric CoA detection; in the data active = inhibition above about 16%, passing the limit was not always enough; note: strong numbers were not always called active
# CFTR F508del cor – F508del CFTR correction, initial screen, CFBE line, single point; activity (quench increase), % at 7.58 µM; AID 720511, 2013; CFBE cells, YFP halide quenching; stimulated with forskolin plus potentiator P3; % fluorescence drop versus neutral controls; 0.36% of 350,000 active;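 active = mean added fluorescence quench of at least 8% versus neutral control, with both replicates also reaching 8%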;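 note: cells transiently co-express mutant CFTR-F508del with the halide-sensitive YFP; corrector assay measuring rescue of mutant channel to the surface after 24 h compound exposure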
# miR122 inh – miR-122 Renilla sensor signal increase in Huh7, primary screen, miR-122 inhibitor project, cell-based, single point, plate reader; activation (reporter increase), % at 12.5 µM; 0.3% of 340,000 active; AID 602342, 2012; Huh7 miR-122 Renilla luciferase sensor, 48 h; neutral wells = 0, positive control = 100;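 active = mean replicate activation score at least 90 and every replicate individually at or above 90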;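 note: higher luciferase means less miR-122 activity so hits act as miR-122 inhibitors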
# INS-1E GSIS act – GLuc luminescence reporter in INS-1E cells, primary screen for activators of glucose-dependent secretion of insulin. activation, % at 16.6 µM. 0.61% of 370,000 active. INS-1E GLuc reporter insulin secretion, 2-3 h;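 active = lowest replicate activation of at least 40%, so every replicate reaches that level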;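 note: 0% = median of neutral control wells and 100% = median of IBMX positive control wells; some compounds called inactive have numbers as strong as hits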
# Statin myotox sup – suppressors of statin myotoxicity in C2C12 myotubes, primary screen, cell-based, single point, plate reader. C2C12 myotubes + simvastatin, ATP luminescence, 48 h; scaled: DMSO 0, geranylgeraniol control 100. rescue of ATP level, % at 7.49 µM. 0.78% of 330,000 active;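 active = mean ATP rescue above about 67%, or every replicate alone reaching that limit, limit read from the data, passing the limit was not always enough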;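 note: myotubes were challenged with 10 µM simvastatin during compound exposure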
# Active calls of the source: *; . = no result given; [ ] = remark or other dose.
SMILES,Cneo AK release,PGC1a acetyl inh,FN deposit inh,PglD inh,CFTR F508del cor,miR122 inh,INS-1E GSIS act,Statin myotox sup
C[C@@H]1CN([C@H](C)CO)C(=O)c2cc(NC(=O)Nc3ccc(C(F)(F)F)cc3)ccc2O[C@@H]1CN(C)Cc1ccc(Cl)c(Cl)c1,-2,7,5,-3,0.0,-3[16.7 µM],-6,-93
C[C@H]1CN([C@@H](C)CO)C(=O)c2cccc(NC(=O)C3CCCCC3)c2O[C@@H]1CN(C)C(=O)Nc1cccc2ccccc12,-1,0,.,-2,2.4,-1[16.7 µM],-10,-7
O=C(O)/C=C/C(=O)Nc1cc(F)ccc1F,0,-2,7,0,-1.1,0,3,-9
NNC(=O)c1cc(C23CC4CC(CC(C4)C2)C3)nc2ccccc12,0,-10,-1,0,-2.2,1,10,-7
COc1ccc(NC(=O)c2sc3nc(N4CCOCC4)c4c(c3c2N)CC(C(C)C)OC4)c(OC)c1 (stereo not drawn),-1,0,-11,-3,1.2,-1,21,-4
CCN(CC)S(=O)(=O)c1ccc(-c2nnc(SCC(C)=O)o2)cc1,-3,.,6,2,.,-11,.,-5
CC(=O)OCCNC(=O)c1cccnc1,0,-6,10,-4,.,3,.,19
Nc1cc[n+](CC(=O)c2ccccc2)cc1,-1,.,2,5,0.8,-7,15,-1
CCOCCCNC(=O)c1c(-c2ccccc2)noc1C,2,4,-11,3,.,-3,.,-3
COC(=O)c1sc(NC(=S)NNC(=O)c2c(Br)c(C)nn2C)c(C(=O)OC)c1C,12,.,.,0,1.3,.,17,.
Cc1oc2c(C)c3oc(=O)c(CCC(=O)N4C[C@H]5C[C@@H](C4)c4cccc(=O)n4C5)c(C)c3cc2c1C,1,-12,.,-2,2.1,-3,-31,-12
COc1cccc(C2=NN(C(=O)c3ccccc3)C(O)(C(F)(F)F)C2)c1 (stereo not drawn),-27,.,9,2,.,17,.,.
Cn1nc(C(F)(F)F)c(C(=O)Nc2ccc(F)cc2F)c1Sc1cccc(Cl)c1,0,-8,1,-2,.,2,-22,-10
O=C(NC(=O)c1ccc(Cl)c(Cl)c1)OC1CCS(=O)(=O)C1 (stereo not drawn),-1,-44,-1,2,.,-9,.,0
OCCN(CCCn1c(-c2ccncc2)nc2ccccc21)c1nc(CN2CCCCC2)cs1,0,-3,-6,0,-1.4,1,13,66*
O=C(CSc1ncnc2sccc12)N1CCN(C(=O)c2cccs2)CC1,1,6,-2,1,3.0,-2,.,3
CCC(C)NC(=O)c1cc(Cl)ccc1OC (stereo not drawn),-2,6,.,0,.,-3,.,9
C[C@@H]1CN([C@@H](C)CO)C(=O)c2cccc(NC(=O)C3CCOCC3)c2O[C@@H]1CN(C)C(=O)Nc1ccc(C(F)(F)F)cc1,1,-1,-1,1,3.6,-6[16.7 µM],1,8
CCc1c(C)sc(NC(=O)/C=C/C(=O)O)c1C(N)=O,.,-1,-3,.,1.1,.,-2,.
CC(C)c1ccccc1NC(=S)NCC1(N(C)C)CCCCC1,-1,.,-3,-3,-1.1,.,4,-13
CC(=O)Nc1ccc(S(=O)(=O)NC(C(=O)O)C(C)O)cc1 (stereo not drawn),.,8,10,.,0.4,.,-9,.
CCOC(=O)C(C)n1ncn2cccc2c1=O (stereo not drawn),5,2,.,-1,.,-7,.,5
CNc1ncnc(NC)c1[N+](=O)[O-],-1,-9,.,-4,2.5,-1,23,-2
C[C@H](CO)N1C[C@H](C)[C@H](CN(C)C(=O)NC2CCCCC2)Oc2c(NS(=O)(=O)c3cn(C)cn3)cccc2C1=O,1,4,-17,-3,-2.6,0[16.7 µM],15,-33
O=C(Cn1cc2c(n1)CCCC2)N1CCc2ccccc21,5,-1,-15,2,-2.1,-4,-14,5

# Remaining list, next part
SMILES,Cneo AK release,PGC1a acetyl inh,FN deposit inh,PglD inh,CFTR F508del cor,miR122 inh,INS-1E GSIS act,Statin myotox sup
CN1c2ccc(-c3cccc(C#N)c3)cc2[C@H]2[C@H](CCN2C(=O)C2CCCCC2)[C@H]1CO,.,5,9,.,6.7,.,-9,.
CCCN(C)C[C@H]1OCCCC[C@@H](C)Oc2ccc(NC(=O)c3ccncc3)cc2C(=O)N([C@@H](C)CO)C[C@H]1C,.,3,.,.,-1.3,14[16.7 µM],0,-12
Cc1ccc(NC(=O)NNC(=O)CN2C(=O)COc3ccccc32)cc1,0,-2,1,1,2.1,1,14,-7
COc1ccc(S(=O)(=O)N2CCCCC2)cc1NC(=O)c1ccc(C)cc1,1,4,-4,0,3.0,.,8,-31
C[C@H]1CN([C@@H](C)CO)C(=O)c2cc(NC(=O)Cn3cnnn3)ccc2O[C@@H]1CN(C)CC1CCCCC1,-1,2,.,7,1.1,0[16.7 µM],1,-3
N#CN1CCC(NS(=O)(=O)c2ccc(C(F)(F)F)cc2)CC1,0,-6,-2,1,-0.5,21,-5,15
CCOc1ccccc1OCCC(=O)Nc1ccc(F)c(Cl)c1,0,.,1,0,.,-2,.,4
Cc1cc(C)c2cc3c(N)c(C(=O)Nc4c(C)[nH]c(=O)[nH]c4=O)sc3nc2c1,-1,3,-22,-1,.,1,52,-7
CCN(CC)C(=O)COc1ccc(S(=O)(=O)N2CCCC2)cc1,1,-10,-2,-1,1.3,3,-6,7
O=C(C1CCCC1)N1CC(=O)N2[C@H](CO)[C@H](c3ccc(-c4ccccc4F)cc3)[C@@H]2C1,.,-3,2,.,-0.8,.,-10,.
COc1ccc(-c2[nH]ncc2CNC(C)c2ccccc2Cl)cc1F (stereo not drawn),.,-9,3,.,0.4,-5,22,7
NC(=O)c1cccnc1,1,-8,-5,7,0.8,1,1,-4
CCc1c(C)nc(SCCOc2ccc(OC(C)C)cc2)[nH]c1=O,-2,-5,.,3,.,-2,.,.
Cc1ccc(S(=O)(=O)N[C@@H]2CC[C@H](CCNC(=O)Cc3ccccn3)O[C@@H]2CO)cc1,1,-2,.,4,0.1,.,20,-3
CSc1nc(C)cc(Oc2ccc(OCC(N)=O)nn2)n1,0,-2,9,-2,-4.7,-6,-1,5
O=C(CCCc1c[nH]c2ccccc12)NCc1ccccc1F,0,6,3,-1,1.0,2,-9,4
COc1ccc(NC(=O)c2cccc(S(=O)(=O)N3CCCC3)c2)cc1OC,-2,-12,-8,-4,-2.2,3,.,3
CCC(=O)c1cn(CC(=O)OC)c2ccccc12,1,-2,.,2,.,-1,.,-1
CC(NC(=O)COC(=O)/C=C/c1ccco1)c1ccccc1 (stereo not drawn),.,-7,3,.,0.9,3,-10,.
CC(=O)c1cnc(Nc2nc(C)c3ccc(C)cc3n2)nc1C,1,5,2,-3,.,5,.,-4
CCC(CC)C(=O)c1c[nH]c(C(=O)NCc2ccc(F)cc2)c1,1,-19,0,1,-2.1,-10,5,0
Cn1c(=O)c2c([nH]c(=S)n2CCCc2ccccc2)n(C)c1=O,-6,.,-2,13,2.9,.,19,8
Cc1ccc(S(=O)(=O)N(C)C)cc1NC(=O)C(C)OC(=O)c1ccc2c(=O)n3c(nc2c1)CCC3 (stereo not drawn),-1,4,5,1,0.2,-7,6,6
CC(Cc1cccs1)NC(=O)Nc1ccc(F)cc1 (stereo not drawn),1,-9,-13,5,.,-4,.,3
CCCCCN(C(=O)CCC(=O)OCC(=O)N(C)Cc1ccccc1C)c1c(N)n(CCCC)c(=O)[nH]c1=O,1,.,-3,1,2.3,.,-8,16

# A section taken from the entries so far:
SMILES,Cneo AK release,PGC1a acetyl inh,FN deposit inh,PglD inh,CFTR F508del cor,miR122 inh,INS-1E GSIS act,Statin myotox sup
Cc1ccc(NC(=O)NNC(=O)CN2C(=O)COc3ccccc32)cc1,0,-2,1,1,2.1,1,14,-7
COc1ccc(S(=O)(=O)N2CCCCC2)cc1NC(=O)c1ccc(C)cc1,1,4,-4,0,3.0,.,8,-31

# Next section:
SMILES,Cneo AK release,PGC1a acetyl inh,FN deposit inh,PglD inh,CFTR F508del cor,miR122 inh,INS-1E GSIS act,Statin myotox sup
Cc1ccsc1-c1nc(CSCC(=O)NCc2ccc3c(c2)OCO3)c(C)o1,1,.,-7,-3,1.1,.,-25,5
CCCN1CC(=O)N2Cc3[nH]c4ccccc4c3C[C@H]2C1=O,-2,0,3,-4,0.5,10,0,-5
NNC(=O)c1ccc(CSc2n[nH]c(=O)[nH]c2=O)cc1,3,6,-17,-4,2.4,-3,-15,.
Cn1cnnc1SCC(=O)Nc1ccc2nc(SCc3ccccc3F)sc2c1,-5,-12,.,-3,-1.1,0,-2,13
COc1cc(NC(=O)C2(C)CCCN2C)cc(OC)c1OC (stereo not drawn),7,-7,-1,2,0.6,-5,4,0
COc1ccc(OC)c(NC(=O)CCCNC(=O)Cn2cnc3sc(C)c(C)c3c2=O)c1,0,32,0,11,-3.6,0,12,48
C[C@H]1CN([C@@H](C)CO)C(=O)c2cc(NC(=O)CCC(F)(F)F)ccc2O[C@@H]1CN(C)CC1CC1,1,.,.,-2,0.2,-7[16.7 µM],18,17
C/C(=N/OCC(=O)Nc1ccc(C)cc1C)c1cccs1,4,11,.,-3,.,0,.,10
COc1ccc(O)c(/C=C(\C#N)C(=O)Nc2ccccn2)c1,-9,2,8,3,-1.8,-3,19,4

# Complete entries from above. Screens in order: Cneo AK release | PGC1a acetyl inh | FN deposit inh | PglD inh | CFTR F508del cor | miR122 inh | INS-1E GSIS act | Statin myotox sup
# Cn1nc(C(F)(F)F)c(C(=O)Nc2ccc(F)cc2F)c1Sc1cccc(Cl)c1 reads 0 | -8 | 1 | -2 | . | 2 | -22 | -10
# O=C(NC(=O)c1ccc(Cl)c(Cl)c1)OC1CCS(=O)(=O)C1 (stereo not drawn) reads -1 | -44 | -1 | 2 | . | -9 | . | 0
# NNC(=O)c1ccc(CSc2n[nH]c(=O)[nH]c2=O)cc1 reads 3 | 6 | -17 | -4 | 2.4 | -3 | -15 | .
# CSc1nc(C)cc(Oc2ccc(OCC(N)=O)nn2)n1 reads 0 | -2 | 9 | -2 | -4.7 | -6 | -1 | 5
# COc1ccc(S(=O)(=O)N2CCCCC2)cc1NC(=O)c1ccc(C)cc1 reads 1 | 4 | -4 | 0 | 3.0 | . | 8 | -31

# Looked up above:
# Reading of C[C@H]1CN([C@@H](C)CO)C(=O)c2cc(NC(=O)CCC(F)(F)F)ccc2O[C@@H]1CN(C)CC1CC1 in miR122 inh: -7[16.7 µM]
# Reading of C/C(=N/OCC(=O)Nc1ccc(C)cc1C)c1cccs1 in Cneo AK release: 4
# Reading of Cc1ccsc1-c1nc(CSCC(=O)NCc2ccc3c(c2)OCO3)c(C)o1 in INS-1E GSIS act: -25
# Reading of CCCN1CC(=O)N2Cc3[nH]c4ccccc4c3C[C@H]2C1=O in Cneo AK release: -2
# Reading of COc1cc(NC(=O)C2(C)CCCN2C)cc(OC)c1OC (stereo not drawn) in miR122 inh: -5
